ER stress rescue = rescue of cells from ER stress-induced death, primary screen, 384-well, CSM14.1, thapsigargin, ATP luminescence (AID 1222); CSM14.1 thapsigargin-induced death rescue, ATP luminescence; higher % means a stronger effect; one-dose cellular ATP content (survival), % at 20 µM; EC50 in µM for titrated hits; 190,000 tested, under 10 active;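 active = EC50 below 50 µM in the dose-response confirmation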;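 note: death triggered by thapsigargin at about 15 µM added after 2 h compound pretreatment; cell ATP read after overnight thapsigargin exposure of roughly 18 to 22 hours; normalized against plate controls of thapsigargin alone and 5% DMSO vehicle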
NOD2 inhibition = inhibition of NOD2-driven NF-kB reporter – cell-based, luminescence, uHTS, HEK293 (AID 1566); HEK293 NOD2/NF-kB luciferase reporter, luminescence; higher % means a stronger effect; one-dose inhibition, % at 4 µM; EC50 in µM for titrated hits; 290,000 compounds, 0.63% hits; note: many of its hits are not listed in these tables
KOR beta-arrestin-1 = kappa opioid receptor activators – cell-based, luminescence, uHTS, primary screen (AID 1777). KOR beta-arrestin recruitment, luminescence; higher % means a stronger effect. activation, % at 10 µM; hits with a dose series show EC50 in µM. 280,000 compounds, 0.02% hits; in the data active = activation above about 50%, passing the limit was not always enough; note: a part of the inactive calls stands beside numbers as strong as those of hits
Yfh1-off respiration = enhancers of respiration in Yfh1-depleted yeast, dose response, Friedreich's ataxia, plus single-dose screen (AID 1465); S. cerevisiae Yfh1-off respiration, WST-1 reduction, 72 h; higher fold induction means a stronger effect; fold induction at 50 µM; hits with a dose series show EC50 in µM; 220,000 compounds, 0.074% hits;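 active = fold induction of absorbance versus untreated yeast above a set limit, then at least 30% activation at any dose in follow-up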;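 note: activators that raise dye reduction in frataxin-depleted yeast; strong numbers were not always called active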
TNAP activation fold = human TNAP enzyme activators, primary screen, biochemical, luminescent, no phosphate acceptor, uHTS (AID 1001); purified TNAP, luminescent activation assay, no phosphate acceptor; higher activation fold means a stronger effect; activation fold at 20 µM; hits with a dose series show EC50 in µM; 200,000 compounds, 0.03% hits; in the data active = activation fold from about 3, or a potency from the dose series; inactive = the rest, 99 in 100 with activation fold below about 1.6; note: many of its hits are not listed in these tables
KOR beta-arrestin-2 = KOR antagonists, beta-arrestin recruitment, cell-based, luminescence, uHTS (AID 1778); KOR beta-arrestin recruitment, luminescence, antagonist mode; higher % means a stronger effect; one-dose inhibition, % at 10 µM; IC50 in µM for titrated hits; 290,000 compounds, 0.091% hits; note: strong numbers were not always called active
NTR1 agonist = NTR1-driven beta-arrestin-GFP spot formation – imaging, U2OS cells, high content, primary screen (AID 493036); P30989; agonist mode; activation, % at 20 µM; 330,000 compounds, 0.17% hits;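 active = activation at or above 40% of the spot to cytoplasm intensity ratio, with at least 20 cells analyzed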;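 note: 0% = DMSO without peptide and 100% = 100 nM NTR1 peptide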
Target sequence (P30989 whole entry, looked up): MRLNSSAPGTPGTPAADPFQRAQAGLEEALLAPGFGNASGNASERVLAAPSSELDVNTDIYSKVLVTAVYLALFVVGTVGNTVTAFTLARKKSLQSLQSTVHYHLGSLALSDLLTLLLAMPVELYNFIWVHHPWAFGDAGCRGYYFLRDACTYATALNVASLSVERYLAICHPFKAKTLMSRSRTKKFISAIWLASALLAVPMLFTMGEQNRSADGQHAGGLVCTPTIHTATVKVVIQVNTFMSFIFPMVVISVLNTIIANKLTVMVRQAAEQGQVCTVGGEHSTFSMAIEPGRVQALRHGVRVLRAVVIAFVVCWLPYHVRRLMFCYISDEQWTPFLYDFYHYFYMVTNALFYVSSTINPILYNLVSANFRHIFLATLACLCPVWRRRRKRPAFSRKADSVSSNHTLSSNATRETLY
NOD1 NF-kB reporter = NOD1 signaling inhibitors, primary screen, cell-based, luminescence, uHTS (AID 1578); one-dose inhibition, % at 4 µM; EC50 in µM for titrated hits; NOD1-driven NF-kB luciferase reporter cells, luminescence; higher % means a stronger effect; 290,000 compounds, 1% hits; in the data active = inhibition mostly above about 36%, no sharp cut-off; inactive = mostly below about 34%;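 note: HEK-293T reporter cells stimulated with the NOD1 agonist gamma-tri-DAP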
GPR55 activation = GPR55 agonists via beta-arrestin recruitment, primary screen, imaging, U2OS cells, beta-arrestin-GFP redistribution (AID 1961) | U2OS GPR55 beta-arrestin-GFP redistribution imaging; higher % means a stronger effect | activation, % at 10 µM; hits with a dose series show EC50 in µM | 290,000 compounds, 0.048% hits;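 active = activation above 40% with more than 50 cells counted in the well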;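 note: U2OS osteosarcoma cells stably expressing GPR55 and beta-arrestin-GFP; plate controls were DMSO negative control for no effect and LPI positive control for full effect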
NTR1 agonist cell count 20 µM = also measured in NTR1 agonist; calls as there; cell count; measured here: cell count, cytotoxicity flag
* = called active by the depositor; i = inactive; · = not tested or not shown; [ ] = remark or other dose. Cut-off read from the data, not from the text of the source, unless noted: active = inhibition above about 50%; inactive = the rest. Not all compounds are listed; rates above refer to the full screens.

Each structure is followed by: ER stress rescue	NOD2 inhibition	KOR beta-arrestin-1	Yfh1-off respiration	TNAP activation fold	KOR beta-arrestin-2	NTR1 agonist	NTR1 agonist cell count 20 µM	NOD1 NF-kB reporter	GPR55 activation
COc1cc(C(=O)NCc2ccco2)cc(OC)c1OC
→ 0.6%	-8%	3.7%	i	1.1	-10%	-0.6	60	-15%	0.2%
Cc1cccc(N2CCN(C(=O)c3nn(C)c4c3CS(=O)(=O)c3ccccc3-4)CC2)c1C
→ ·	22%	4.1%	·	·	-7%	11	84	-7%	-0.4%
O=C(COC(=O)CN=C1NS(=O)(=O)c2ccccc21)Nc1ccccc1OC(F)F
→ 0.1%	-2%	-0.6%	i	1.1	8%	-1.2	63	-27%	-0.1%
Cc1ccc2nc(-c3ccc(-c4ccccn4)s3)cn2c1
→ ·	-159%	-0.4%	i	·	2%	0.7	44	1%	-0.2%
Cc1c(C(=O)O)oc2ccc(S(=O)(=O)N3CCCC3)cc12
→ ·	-13%	-1.2%	·	·	-8%	0.4	56	-20%	-0.1%
CCOc1ccc2c(c1)C(=O)C(=O)N2CC1COc2ccccc2O1 (configuration not stated)
→ ·	-14%	4.1%	·	·	-183%	11	81	-19%	1.0%
CCCCNCC(=O)Nc1sc(C)c(C)c1C(=O)OCC
→ 2.3%	-12%	0.0%	i	1.1	47%	3.0	51	-29%	-0.4%
O=C(NN1C(=O)/C(=C/C=C/c2ccco2)SC1=S)c1ccncc1
→ ·	6%	2.9%	i	·	10%	0.1	42	-6%	0.3%
O=S(=O)(c1cccc(NC(=S)N2CCN(c3ccc(F)cc3)CC2)c1)C(F)F
→ -0.1%	34%	-1.2%	i	1	23%	0.5	85	27%	0.9%
COc1ccc(-n2c(/C=C3\C(=O)N(C)c4ccccc43)nc3ccccc3c2=O)cc1
→ ·	-27%	-3.6%	i	·	38%	5.0	49	3%	-0.1%
c1ccc(CN2CCN(c3cnc4ccccc4n3)CC2)cc1
→ ·	-24%	-3.2%	·	·	21%	-1.3	82	-3%	0.4%
Cn1nc(C(F)(F)F)c(CN2CC(C)(C)C2=O)c1N1CCOCC1
→ 1.5%	-11%	-4.6%	i	1	3%	0.0	61	-23%	-0.1%
O=C1CC(=O)Nc2cc(S(=O)(=O)N3CCN(c4ccc([N+](=O)[O-])cc4)CC3)ccc2N1
→ ·	9%	-2.3%	·	·	-10%	1.5	59	-11%	0.1%
Cc1cc(C)nc(-n2nc(C)cc2NC(=O)c2cccc(S(=O)(=O)N(C)C)c2)n1
→ 0.1%	12%	16%	i	1.1	4%	-0.2	42	-4%	-0.3%
CC1=NNC(=O)C1CCC(=O)N/N=C/c1ccccc1 (configuration not stated)
→ ·	14%	13%	i	·	-12%	-0.6	44	-7%	-0.3%
O=C(NCc1n[nH]c(=S)n1Cc1ccccc1)c1ccc(Cl)cc1Cl
→ ·	11%	-6.0%	i	1.3	-3%	2.3	50	-25%	-0.3%
Cc1ccccc1NC(=O)Nc1ccccn1
→ ·	-23%	-6.6%	·	·	-24%[20 µM]	1.0	77	-23%	-0.2%
CC(C)c1ccc(OCC(=O)NC(C)c2ccccc2)cc1 (configuration not stated)
→ ·	-2%	2.7%	·	·	-9%	3.7	50	-27%	-0.2%
CCC(C)N(C)C1CCN(C(=S)Nc2cccc(OC)c2)CC1 (configuration not stated)
→ -2.9%	-4%	-7.3%	i	1	-14%	-1.0	56	-18%	-0.4%
CC(NC(=O)c1ccc(Cl)s1)C1CCCO1 (configuration not stated)
→ 6.8%	15%	-2.2%	i	1.1	-8%	-0.8	70	0%	-0.1%
COc1cc(/C=c2\s/c(=C(/C#N)C(=O)N3CCCC3)n(-c3ccccc3)c2=O)ccc1O
→ 0.8%	20%	7.0%	i	0.8	20%	4.1	67	-6%	-0.1%
COc1ccccc1Oc1nc(-c2cccnc2)nc2ccccc12
→ 7.8%	-6%	-3.5%	i	1	18%	5.2	56	-4%	0.8%
O=[N+]([O-])c1cc(S(=O)(=O)N2CCCC2)ccc1N/N=C1/CCCc2ccccc21
→ -1.2%	6%	4.6%	i	0.8	-9%	3.6	55	13%	5.6%
O=C(O)C1CCCCC1C(=O)Nc1nccs1 (configuration not stated)
→ ·	4%	10%	i	1.1	-19%	-0.4	50	-2%	-0.2%
CCN(CC)S(=O)(=O)c1cc(NC(=O)Cn2cnc3ccccc3c2=O)ccc1C
→ -1.5%	16%	-2.3%	i	1	3%	-1.3	79	-2%	0.7%
Cc1ccc2c(CN3CCCc4ccccc43)cc(=O)oc2c1C
→ -0.7%	29%	3.0%	i	1.1	-19%	5.4	57	34%	-0.1%
O=[N+]([O-])c1ccc(CNc2cccc(Cl)c2)s1
→ ·	5%	3.5%	·	·	-42%[20 µM]	4.0	53	43%	-0.1%
O=S(=O)(c1ccc2nc(N3CCN(c4ccc(F)cc4)CC3)ccc2c1)N1CCCCC1
→ ·	14%	-2.1%	·	·	20%	1.6	53	-13%	-0.1%
CCCCCCOc1ccc(OC(=O)c2cccnc2)cc1
→ -1.1%	-2%	-1.0%	i	1	7%	0.2	45	-6%	-0.1%
COc1ccc2nc3oc(C(=O)NC4CCN(Cc5ccccc5)CC4)cc3cc2c1
→ 4.6%	-2%	3.2%	i	1	0%	-0.1	11	-13%	-0.2%
Cn1cccc1Cc1nnc(SCC(=O)Nc2ccc(F)cc2F)n1-c1ccc(F)cc1
→ ·	2%	-4.6%	i	1.2	19%	-1.7	64	33%	-0.2%
Cc1ccc(-n2c(C)cc(/C=N/NC(=O)c3ccncc3)c2C)cc1C
→ -1.1%	1%	-2.6%	i	1.1	-78%[20 µM]	1.1	46	0%	-0.1%
CS(=O)(=O)N1CCCC(C(=O)NCCCN2CCN(Cc3ccccc3)CC2)C1 (configuration not stated)
→ -1.1%	2%	-0.3%	i	1.1	-7%	-0.4	65	9%	-0.1%
O=C(Nc1nnc(SCc2ccc(F)cc2)s1)c1cnccn1
→ -0.7%	25%	-1.3%	i	1.5	-29%[20 µM]	-1.0	36	-9%	-0.1%
Cc1cc(=O)n2[nH]c(-c3ccccc3)cc2n1
→ -3.2%	-16%	9.5%	·	1.1	-60%	-0.6	40	-37%	-0.1%
COc1ccc(CCNC(=O)c2cnc3ccccn3c2=O)cc1
→ -3.6%	-4%	-0.1%	i	1.1	21%	1.7	64	-26%	0.3%
O=C(NNC(=O)c1ccc(-c2ccccc2)cc1)Nc1ccccc1F
→ ·	3%	-3.8%	·	·	12%	0.1	59	-9%	0.3%
O=C(c1ccc(OCC2CCCO2)cc1)N1CCN(c2ccccc2)CC1 (configuration not stated)
→ -2.2%	-8%	1.5%	i	1.1	22%	1.3	57	-18%	0.2%
COc1ccc(C2=NOC(C(=O)N3CCOCC3)C2)cc1OC (configuration not stated)
→ 7.1%	0%	-1.5%	i	1	16%	-1.2	89	9%	-0.1%
CC(=O)C1=C(O)C(=O)N(Cc2ccccc2)C1c1ccc(F)cc1 (configuration not stated)
→ ·	2%	-4.1%	·	·	14%	-1.3	73	-1%	-0.1%

Given with bars between the fields: entries from further up.
SMILES | ER stress rescue | NOD2 inhibition | KOR beta-arrestin-1 | Yfh1-off respiration | TNAP activation fold | KOR beta-arrestin-2 | NTR1 agonist | NTR1 agonist cell count 20 µM | NOD1 NF-kB reporter | GPR55 activation
Cc1ccc(-n2c(C)cc(/C=N/NC(=O)c3ccncc3)c2C)cc1C | -1.1% | 1% | -2.6% | i | 1.1 | -78%[20 µM] | 1.1 | 46 | 0% | -0.1%
CS(=O)(=O)N1CCCC(C(=O)NCCCN2CCN(Cc3ccccc3)CC2)C1 (configuration not stated) | -1.1% | 2% | -0.3% | i | 1.1 | -7% | -0.4 | 65 | 9% | -0.1%

New compounds follow
Each structure is followed by: ER stress rescue	NOD2 inhibition	KOR beta-arrestin-1	Yfh1-off respiration	TNAP activation fold	KOR beta-arrestin-2	NTR1 agonist	NTR1 agonist cell count 20 µM	NOD1 NF-kB reporter	GPR55 activation
CCOC(=O)C(=CNc1cc(Cl)c(-c2ccco2)c(Cl)c1)C(=O)OCC
→ ·	18%	5.7%	i	·	-13%	7.6	51	-10%	0.0%
Cc1c(C)c2ccc(OCC(=O)N3CCN(c4ccc(F)cc4)CC3)c(C)c2oc1=O
→ ·	44%	-1.5%	·	·	-17%	3.0	63	-23%	-0.1%
CCn1c2ccccc2c2cc(NC(C)=O)ccc21
→ -1.1%	8%	-4.9%	i	1.1	-4%	5.1	56	3%	0.2%
S=C1NCN(Cc2ccco2)CN1c1cccc2ccccc12
→ ·	5%	2.2%	i	·	27%	1.4	41	-10%	-0.2%
C=CCn1c(NC(C)c2cc(Cl)ccc2O)nc2ccccc21 (configuration not stated)
→ 0.6%	13%	3.7%	·	0.9	-9%	5.0	94	22%	-0.1%
CN(Cc1ccccc1Cl)C(=O)C1CCC(=O)N(CCc2cccc(F)c2)C1 (configuration not stated)
→ ·	16%	-2.7%	·	·	4%	2.3	78	-20%	-0.2%
CCOC(=O)/C(=N\Nc1ccccc1Cl)N1CCN(c2ccccc2OC)CC1
→ 1.4%	-6%	-2.9%	i	1.1	8%	6.0	41	-26%	0.2%
CCCOc1c(OC)cc(Cl)cc1C1NC(=O)NC(C)=C1C(=O)NCc1ccccc1 (configuration not stated)
→ 2.0%	-9%	-1.1%	i	1.1	22%	-0.7	58	11%	-0.1%
Clc1ccc(Nc2c3c(nc4ncnn24)CCC3)cc1
→ ·	10%	1.9%	i	·	18%	0.7	47	6%	0.2%
COc1ccc(C(=O)N(C)Cc2ccc(C)o2)cc1OC1CCN(C(C)=O)CC1
→ ·	5%	5.3%	·	·	-22%	-0.9	47	-14%	0.3%
CCCCN=C(C)C1=C(O)CSC1=O
→ 4.0%	13%	9.2%	i	1.1	26%	0.0	65	5%	-0.3%
Cc1ccc(C(=O)N2CCN(S(=O)(=O)c3ccc(Br)cc3)CC2)o1
→ ·	-2%	-2.7%	·	·	-16%	0.5	39	-51%	-0.1%
CC(=O)c1c(C)n(CC(=O)NCc2ccco2)c2ccccc12
→ -1.0%	-1%	2.9%	i	1.1	10%[20 µM]	0.7	62	-18%	-0.1%
CCn1nnc(NC(=O)c2ccco2)n1
→ ·	-44%	-1.3%	·	·	22%	-1.6	57	-36%	0.3%
O=c1[nH]c(CSc2nnc(COc3ccccc3)n2-c2ccccc2)nc2ccccc12
→ -1.6%	-6%	-2.7%	i	0.7	3%	0.1	46	-8%	0.6%
